Compound activity from PubChem.
ARFGAP1 inh: inhibitors of rat ARFGAP1 GAP activity, primary screen, biochemical, fluorescence polarization, GDP tracer. ADP-ribosylation factor GTPase-activating protein 1 (Rattus norvegicus), Q62848. Arfgap1-stimulated ARF1 GTP hydrolysis, GDP FP detection. inhibition, % at 16.5 µM. 360,000 tested, 0.26% active. AID 651572, 2012;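 active = inhibition above a per-plate limit, mean inhibition of low control wells plus 3 SD, cut at about 25% in these data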;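 also: 0% = DMSO wells with enzyme and 100% = wells lacking Arfgap1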
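material = rat Arfgap1 catalytic domain, aa 1-136 | also added = human ARF1(Δ1-17)-GTP substrate | compound dosing = one concentration, 16.5 µM, DMSO 1.26% | times = GTP hydrolysis reaction 2 h at 25 °C | measured by = FP, GDP Alexa 633 tracer displaced from anti-GDP antibody, 620/688 nm | evaluation = percent inhibition of Arfgap1-stimulated GTP hydrolysis | replication = single well per compound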
sPLA2-III inh: human group III sPLA2 inhibitors, primary screen, biochemical, QFRET, BODIPY PC-A2 liposome substrate. Group 3 secretory phospholipase A2 (Homo sapiens), Q9NZ20. QFRET BODIPY PC-A2 liposome hydrolysis, fluorescence. inhibition, % at 12.2 µM. 370,000 tested, 0.56% active. AID 743126, 2013;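 active = inhibition above mean plus 3 SD of compounds lying within the high and low control bounds, cut at about 19% in these data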;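 also: 0% = median of test compound wells and 100% = no enzyme DMSO wells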
ADAM10 inh: human ADAM10 inhibitors, primary screen, biochemical, QFRET, HTS; inhibition, % at 7 µM; 370,000 tested, 0.62% active; Disintegrin and metalloproteinase domain-containing protein 10 (Homo sapiens), O14672; recombinant ADAM10, EDANS/DABCYL FRET peptide cleavage, 3 h; AID 720582, 2013;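 active = inhibition above a per-campaign cutoff equal to the mean of compounds falling between control-based bounds plus 3 SD, cut at about 20% in these data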;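 also: 0% = DMSO wells while the 100% control is not disclosed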
GC-B act: human GC-B receptor activators, primary screen, HEK293 GC-B cells, cGMP TR-FRET, EC30 CNP | Atrial natriuretic peptide receptor 2 (Homo sapiens), P20594 | 0% at EC30 CNP, 100% saturating CNP | activation, % at 10 µM | 370,000 tested, 0.11% active | AID 1920062, 2024;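 active = activation at 10 µM reaching about 35% in either raw or pattern-adjusted values, limit read from the data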
proKLK7 act: proKLK7 zymogen activators, primary screen, biochemical, fluorescence intensity; AID 652039, 2013; 370,000 tested, 0.9% active; activation, % at 7 µM; Kallikrein-7 (Homo sapiens), P49862; purified proKLK7, EDANS-DABCYL substrate fluorescence; 100% is mature enzyme control, 0% vehicle;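 active = activation above the mean of all tested compounds plus 3 SD, computed per campaign excluding outliers beyond control limits, cut at about 13% in these data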
DDE Tn6 FP inh: inhibitors of Tn6 peptide binding to fibrin DD(E), primary screen, biochemical, fluorescence polarization, human fibrin, Tn6 probe | Fibrinogen beta chain (Homo sapiens), P02675 | Fibrin DD(E) TRITC-Tn6 fluorescence polarization displacement | inhibition, % at 8.3 µM | 370,000 tested, 0.21% active | AID 720509, 2013;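 active = inhibition above a per-campaign cutoff: mean of compounds within control limits plus 3 SD, cut at about 15% in these data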;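 also: 0% = median of all compound wells on the plate and 100% = blocking peptide control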
rCAG binder: binders of r(CAG) RNA repeats, primary screen, biochemical, fluorescence; r(CAG) RNA repeat, TO-PRO-1 dye displacement fluorescence; inhibition, % at 3 µM; 370,000 tested, 1.3% active;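 active = inhibition above the plate cutoff, the mean of all test compounds on that plate plus 3 SD, cut at about 35% in these data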;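 also: 0% = DMSO alone and 100% = 100 µM mitoxantrone as full dye displacement; higher means more dye released from RNA so lower well fluorescence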
ASAP1 GAP inh: inhibitors of human ASAP1 ArfGAP activity, primary screen, biochemical, fluorescence polarization | inhibition, % at 16.5 µM | ASAP1-stimulated ARF1 GTP hydrolysis, GDP FP detection | Arf-GAP with SH3 domain, ANK repeat and PH domain-containing protein 1 (Homo sapiens), … | 360,000 tested, 0.19% active; in the data active = inhibition above about 25%;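 also: 0% = vehicle with enzyme and substrate and 100% = no enzyme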
NPR1 activator: GC-A stimulated cGMP production enhancers – HEK293 GC-A cells, cGMP TR-FRET, EC30 ANP, primary screen. Atrial natriuretic peptide receptor 1 (Homo sapiens), P16066. 0% at EC30 ANP, 100% saturating ANP. activation, % at 10 µM. 370,000 tested, 0.14% active. AID 1671463, 2021; in the data active = activation above about 40%
Target sequence (P16066 whole entry, looked up): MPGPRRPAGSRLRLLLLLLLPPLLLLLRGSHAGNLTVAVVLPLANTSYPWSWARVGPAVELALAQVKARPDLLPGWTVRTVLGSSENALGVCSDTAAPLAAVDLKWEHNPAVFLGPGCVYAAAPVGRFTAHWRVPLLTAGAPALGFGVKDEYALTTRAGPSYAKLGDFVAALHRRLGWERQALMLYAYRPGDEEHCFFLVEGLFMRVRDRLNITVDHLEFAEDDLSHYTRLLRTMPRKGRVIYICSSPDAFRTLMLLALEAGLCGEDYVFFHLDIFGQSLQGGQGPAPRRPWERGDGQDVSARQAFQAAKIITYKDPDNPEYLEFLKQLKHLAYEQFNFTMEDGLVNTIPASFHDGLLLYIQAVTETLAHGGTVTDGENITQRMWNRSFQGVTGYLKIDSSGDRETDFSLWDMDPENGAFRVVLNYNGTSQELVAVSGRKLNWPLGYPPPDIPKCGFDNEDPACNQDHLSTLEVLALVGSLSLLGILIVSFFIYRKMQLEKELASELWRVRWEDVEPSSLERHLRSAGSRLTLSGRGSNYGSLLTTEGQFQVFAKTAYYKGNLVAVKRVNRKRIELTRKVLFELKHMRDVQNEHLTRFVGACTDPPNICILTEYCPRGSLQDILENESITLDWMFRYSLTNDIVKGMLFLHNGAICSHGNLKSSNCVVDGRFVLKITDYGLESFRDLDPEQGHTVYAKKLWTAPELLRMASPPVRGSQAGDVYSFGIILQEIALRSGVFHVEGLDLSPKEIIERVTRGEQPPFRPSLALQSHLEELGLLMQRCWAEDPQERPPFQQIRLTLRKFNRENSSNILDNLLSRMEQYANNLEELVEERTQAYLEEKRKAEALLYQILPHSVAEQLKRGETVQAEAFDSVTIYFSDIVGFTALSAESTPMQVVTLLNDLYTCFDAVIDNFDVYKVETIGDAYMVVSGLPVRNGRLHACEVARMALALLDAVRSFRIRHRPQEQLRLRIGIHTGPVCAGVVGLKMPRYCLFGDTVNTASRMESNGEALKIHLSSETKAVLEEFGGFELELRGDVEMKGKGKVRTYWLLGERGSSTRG
FXN GAA850 act: FXN promoter activators, primary screen, cell-based, luciferase luminescence, HEK293 lucGAA850. AID 540364, 2011. activation, % at 6 µM. HEK293 lucGAA850 FXN promoter luciferase reporter, 24 h; percent of 10 µM SAHA response. 360,000 tested, 0.56% active;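 active = activation above the average of all compounds screened plus 3 SD, cutoff fixed separately per campaign, cut at about 7.5% in these data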;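 also: 0% = DMSO wells and 100% = 10 µM SAHA wells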
The depositor's hits bear a star; i = inactive; . = no result given.

SMILES	ARFGAP1 inh	sPLA2-III inh	ADAM10 inh	GC-B act	proKLK7 act	DDE Tn6 FP inh	rCAG binder	ASAP1 GAP inh	NPR1 activator	FXN GAA850 act
CCc1nc(N2CCCCC2C(=O)O)c2oc3ccccc3c2n1 (stereo not drawn)	-3	-3	3	-2	0.0	-1	7	-4	-1	1.8
Cc1ccc(NC(=S)NCc2cccnc2)cc1	-19	14	6	-1	0.2	-4	4	0	1	-2.1
Cc1nc2c(OCc3ccc(F)c(F)c3)cccn2c1N(C)C(=O)CCC1CCCC1	-13	-6	-2	-5	0.1	-3	-1	3	-4	0.3
C=CCn1c(SCC(N)=O)nnc1-c1cc2c(s1)CCC(CC)C2 (stereo not drawn)	3	7	7	1	0.1	5	5	-12	-1	2.6
CCOC(=O)NC(NS(=O)(=O)c1ccccc1)(C(=O)OCC)C(F)(F)F (stereo not drawn)	8	9	-14	3	-0.5	4	-3	7	2	-0.3
O=C(Cn1ccc(NC(=O)OCc2ccccc2)nc1=O)NCCc1ccccn1	-11	3	-1	-7	0.2	-7	-1	6	1	1.8
CCN(CC)S(=O)(=O)c1cccc(C(=O)N2CCCc3ccccc32)c1	-10	0	5	8	0.3	0	-4	5	-2	2.8
Cn1c(CCN2CCCC2)nc2cc(NS(=O)(=O)c3ccccc3)ccc21	10	-9	-17	1	-14	-3	9	5	-3	0.4
NC(=O)Cc1ccc2c(c1)[nH]c1ccccc12	6	4	-8	4	0.4	0	0	-3	3	4.0
CCn1c2ccccc2c2cc(/C=N/NC(=O)c3ccncc3)ccc21	-2	-3	-7	-9	1.3	-11	1	13	-18	-14
COc1ccc(-c2cn(-c3ccc(C)cc3)c(=O)n2CC(=O)Nc2ccc(OC)c(OC)c2)cc1	0	-17	12	-4	0.2	1	0	-6	-3	0.2
CC1CCCC(C)N1C(=O)Nc1cccc(Cl)c1 (stereo not drawn)	10	1	1	1	-0.2	1	-2	-11	-1	3.0
CCn1c(Nc2ccccc2Cl)nc2ccccc21	8	-2	6	1	0.1	5	-1	-5	3	3.4
COc1ccc(C2N(c3ccc(C)cc3)CCN2c2ccc(C)cc2)cc1O	3	9	3	-5	0.0	3	2	7	1	2.8
Cc1nc2sc(C(c3ccccc3)N3CCN(CCO)CC3)c(O)n2n1 (stereo not drawn)	-2	-1	2	2	-0.4	4	1	10	1	-0.2
CCOc1ccc(NC(=O)CSc2ccc(-c3cccnc3)nn2)cc1	2	5	-3	-4	0.3	-1	-5	0	-3	-0.6
N#Cc1c(NC(=O)Cn2nc(C(F)(F)F)c3c2CCCC3)sc2c1CCC2	-4	-1	1	8	-0.3	2	2	-1	6	-1.7
O=C(NNC(=O)c1ccccc1F)c1ccc(-n2cncn2)c([N+](=O)[O-])c1	7	-2	-4	0	0.0	7	0	-13	-4	0.2
N/C(=N\OC(=O)CCC1CCCC1)c1ccccn1	2	15	-13	-4	0.0	5	-3	-11	4	4.2
CCOc1ccc(NCC(=O)N/N=C/C=C/c2ccccc2)cc1	-17	5	1	-9	-5.0	6	9	14	-4	2.7
CC[N+](CC)(CC(=O)Nc1c(C)cccc1C)Cc1ccccc1	10	2	-3	-1	0.3	4	5	-6	2	0.6
Cc1ccc(C(C)C)cc1OCC(=O)Nc1ccc(-n2cnnn2)cc1	16	-7	6	0	-0.2	4	1	-2	-2	2.0
O=c1[nH]c(N2CCOCC2)cc2ccccc12	18	8	i	-3	34*	-2	3	16	0	0.6
Cc1cc(C)c(S(=O)(=O)N(CC(=O)O)C2CCCCC2)c(C)c1	3	4	4	5	0.3	-5	14	-5	1	-1.1
O=C(c1ccc(F)cc1Cl)N1CCCC(c2nc(-c3cccs3)no2)C1 (stereo not drawn)	.	-5	-2	-1	-0.4	5	3	.	0	.
CCN(CC)c1ccc(C(=O)NC(=S)N2CCN(Cc3ccc4c(c3)OCO4)CC2)cc1	2	6	-15	0	1.1	-2	-6	3	-4	1.9
CCCCC1(C)Cc2ccccc2C(=S)N1 (stereo not drawn)	3	11	-2	-7	0.0	2	-2	-2	-8	1.1
Cc1ccc(Cc2c(C(C)(C)C)nc3cc(C)c(Br)c(C)n23)cc1	-4	-9	-6	-7	0.8	-3	2	9	2	.
C#Cc1ccc(CN2CCC(N3CCC(C(=O)NCc4ccccn4)CC3)CC2)cc1	-10	1	7	2	0.3	-3	-3	-2	6	-1.4
O=C1NC(c2ccc(Br)cc2)Nc2ccccc21 (stereo not drawn)	-9	0	i	-3	14*	-13	1	4	-3	-2.6
C[C@H]1CN([C@@H](C)CO)C(=O)CCCn2cc(nn2)CO[C@@H]1CN(C)C(=O)OCc1ccccc1	4	9	0	3	2.9	5	1	3	0	.
O=C(CSc1nnc(-c2ccc(NS(=O)(=O)c3ccccc3)cc2)o1)NCC1CCCO1 (stereo not drawn)	7	3	-7	-5	0.8	-2	6	-1	3	-0.1
CCOc1ccc(CCNC(=O)Cc2ccc(NC3=NC4CS(=O)(=O)CC4S3)cc2)cc1 (stereo not drawn)	-2	5	0	6	0.8	0	3	-7	3	-0.3
CCOC(=O)c1cnn(-c2nc(SC)nc3sc4c(c23)CCC4)c1N	-9	-5	-2	2	0.2	-3	7	-14	-5	0.7
CC(=O)c1cc2c(C)c(C(=O)c3ccccc3)oc2cc1O	4	1	1	-12	0.3	-6	2	3	1	8.8*
CCCCN1CNC(=S)N(c2ccc(C(=O)OCC)cc2)C1	1	13	-3	5	-0.1	0	-2	5	3	2.3
c1ccc(-c2cnn3nnnc3n2)cc1	-2	-3	2	4	-0.5	-1	2	-8	-3	-0.5
COC(=O)c1sc(NC(=S)NC(=O)c2ccccc2Cl)nc1C	-10	7	7	0	-0.6	-2	4	3	0	2.2
CC(C)(C)NC(=O)C1C(c2ccccc2)=Nc2ccccc2N1C(=O)c1ccc(C(F)(F)F)cc1 (stereo not drawn)	-7	10	-25	4	-0.1	-7	4	7	-2	.
O=C(CN1C(=O)CSc2ncccc21)N1CCOCC1	-7	-3	-3	-12	0.3	-5	2	4	1	-3.3
O=c1c2ccccc2nc(SCc2cccc(F)c2)n1C1CCCC1	9	8	-7	-3	-0.8	-5	0	10	-6	4.3
CC(=O)Nc1cccc(N/C=C(\C=O)c2nc3ccccc3o2)c1	1	-2	-338	6	-1.2	2	13	0	-9	2.7
S=C1N(c2ccccc2)C(c2ccc(Cl)cc2)N2CCCN12 (stereo not drawn)	-5	-1	7	-18	-0.6	-3	-2	-6	-25	0.5
O=C(COc1cc([N+](=O)[O-])cc2cccnc12)NCCC1=CCCCC1	1	0	-7	-5	0.2	-3	-3	-3	-10	1.1
O=C(/C=C/c1ccco1)c1ccccc1O	-3	-1	-12	-2	8.3	0	9	1	7	2.6
Cc1ccc(S(C)(=O)=O)cc1C(=O)OCC(=O)N(Cc1ccccc1)Cc1ccccc1	-6	-18	11	-4	0.0	0	1	-2	-1	-1.0
CCN=c1sc2ccccc2n1CC(O)COc1ccccc1 (stereo not drawn)	-2	-12	12	-12	0.4	6	-9	2	-23	0.9
COc1cccc(NC(=O)COC(=O)c2ccco2)c1	-9	3	-1	2	-0.1	9	4	0	0	0.8
CCc1cc2c(=O)c(-c3cscn3)coc2cc1O	-6	-9	-142	-8	-13	-6	1	0	1	-0.4
COc1ccccc1N1C(=O)S/C(=C\c2cccs2)C1=O	-4	-2	-3	3	0.4	2	0	3	9	1.8
O=S1(=O)CC(N2CCCC2)CN1Cc1cn(Cc2ccccc2)nn1 (stereo not drawn)	16	6	-4	6	0.4	-6	1	-2	4	.
CC1CCN(S(=O)(=O)c2ccc3c(ccn3CC(=O)O)c2)CC1	-6	-4	4	0	-0.7	1	21	-1	1	1.9
O=C(CNC(=O)c1ccco1)OCc1cccc(Cl)c1	-7	-3	-5	4	-0.1	3	0	3	3	0.0
CCOc1ccc(S(=O)(=O)N2CCN(c3ccc(OC)cc3)CC2)c2cccnc12	1	-2	-8	-2	0.5	-2	6	3	-1	-0.5
Cc1ccccc1NC(=O)CSc1nc(N)c(C#N)c(-c2cccs2)c1C#N	10	-3	-70	5	-7.1	3	8	20	0	-2.2
COc1ccc(CNC(=O)C(C)Cc2ccccc2)cc1O (stereo not drawn)	4	3	14	0	0.4	0	1	-7	-1	0.5
O=c1c2cn[nH]c2nc(SCc2c(F)cccc2F)n1-c1ccc(Cl)cc1	-5	-6	2	-2	0.1	-6	-4	-7	7	4.3
CC(NC(=O)c1nn(C)c(=O)c2ccccc12)c1ccc(F)cc1 (stereo not drawn)	-12	1	-2	-2	-0.2	3	-4	-16	2	6.0
COc1ccc(N2C(=O)CS(=O)C(c3ccccc3)C2=O)cc1 (stereo not drawn)	-10	-1	-8	6	0.1	3	9	4	3	5.2
CC(C)(C)c1ccc(C(=O)NCCC(=O)NCc2ccc(F)cc2)cc1	12	11	-9	-4	0.0	3	0	1	-4	1.6

Of the compounds above, 3 contain a tert-butyl group.
SMILES	ARFGAP1 inh	sPLA2-III inh	ADAM10 inh	GC-B act	proKLK7 act	DDE Tn6 FP inh	rCAG binder	ASAP1 GAP inh	NPR1 activator	FXN GAA850 act
Cc1ccc(Cc2c(C(C)(C)C)nc3cc(C)c(Br)c(C)n23)cc1	-4	-9	-6	-7	0.8	-3	2	9	2	.
CC(C)(C)NC(=O)C1C(c2ccccc2)=Nc2ccccc2N1C(=O)c1ccc(C(F)(F)F)cc1 (stereo not drawn)	-7	10	-25	4	-0.1	-7	4	7	-2	.
CC(C)(C)c1ccc(C(=O)NCCC(=O)NCc2ccc(F)cc2)cc1	12	11	-9	-4	0.0	3	0	1	-4	1.6

Remaining list, next part.
SMILES	ARFGAP1 inh	sPLA2-III inh	ADAM10 inh	GC-B act	proKLK7 act	DDE Tn6 FP inh	rCAG binder	ASAP1 GAP inh	NPR1 activator	FXN GAA850 act
Cc1ccc(CNC(=O)C2CCN(S(=O)(=O)c3cccs3)CC2)cc1	3	-4	2	-8	-0.1	3	3	-17	-2	1.2
COC(=O)C1=C(C)N(CCCC(=O)O)C(=O)NC1c1ccc(Br)cc1 (stereo not drawn)	10	1	1	9	-0.9	-1	1	-14	1	1.0
O=C(/C(=C(\[O-])c1ccccc1)[n+]1ccc2ccccc2c1)c1ccc([N+](=O)[O-])cc1	-2	11	-10	5	-0.2	3	-2	-10	-2	-1.9
COc1ccc(N(Cc2ccccc2)N=O)cc1	-5	10	14	-3	-0.7	-4	-4	-16	-1	1.1
